ER stress rescue – protection against thapsigargin-triggered cell killing – 384-well, CSM14.1, ATP luminescence, primary screen (AID 1222). cellular ATP content (survival), % at 20 µM, or EC50 in µM where a hit was titrated. CSM14.1 thapsigargin-induced death rescue, ATP luminescence; higher % means a stronger effect. 190,000 tested, under 10 active;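 active = EC50 below 50 µM in the dose-response confirmation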;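 also: death triggered by thapsigargin at about 15 µM added after 2 h compound pretreatment; cell ATP read after overnight thapsigargin exposure of roughly 18 to 22 hours; normalized against plate controls of thapsigargin alone and 5% DMSO vehicle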
AID2073 – inhibitors of Mint1-CaV2.2 protein interaction, biochemical, HTRF (AID 2073) | HTRF protein-protein interaction, Mint1-CaV2.2; higher % means a stronger effect | one-dose inhibition, % at 20 µM; IC50 in µM for titrated hits | 290,000 compounds, 0.19% hits; in the data active = inhibition mostly above about 51%, no sharp cut-off; also: some results filed as inactive read as strong as hits
P. falciparum M17LAP – P. falciparum M17LAP inhibitors, primary screen, biochemical, fluorogenic H-Leu-NHMec substrate, 1536-well (AID 1619). 220,000 compounds, 0.38% hits. inhibition, % at 30 µM, or IC50 in µM where a hit was titrated. recombinant M17LAP, H-Leu-NHMec fluorogenic kinetic assay; higher % means a stronger effect;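 active = compound inhibiting the enzyme by more than half at any dose during confirmatory dose-response retesting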;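 also: plate controls were full reaction with DMSO carrier for no effect and no enzyme background for full effect; strong numbers were not always called active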
NOD2 inhibition – inhibition of NOD2-driven NF-kB reporter – cell-based, luminescence, uHTS, HEK293 (AID 1566) | HEK293 NOD2/NF-kB luciferase reporter, luminescence; higher % means a stronger effect | inhibition, % at 4 µM, or EC50 in µM where a hit was titrated | 290,000 compounds, 0.63% hits; also: many of its hits are not listed in these tables
XIAP antagonists – small molecules displacing peptide from XIAP – biochemical, IAP family, fluorescence polarization (AID 1018); XIAP BIR domain, fluorescence polarization peptide displacement; higher % means a stronger effect; displacement, % at 20 µM, or IC50 in µM where a hit was titrated; 200,000 compounds, 0.007% hits; in the data active = displacement above about 50%; also: a part of the inactive calls stands beside numbers as strong as those of hits
Lipid droplet – hepatic lipid droplet formation modulation. AML12 mouse hepatocytes, oleate lipid droplets, BODIPY imaging. inhibition, % at 6.5 µM. 240,000 compounds, 0.4% hits;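 active = lipid droplet intensity inhibited by at least 50%, with more than 500 cells counted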
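Test system: AML12 mouse liver cells; schedule: overnight exposure; technique: high-content imaging of BODIPY-stained droplets and DAPI nuclei; read-out: % inhibition of corrected integrated BODIPY droplet signal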
SIAH1 antagonists – Siah-1 peptide-binding antagonists, primary screen, biochemical, fluorescence polarization, rhodamine-plectin, uHTS (AID 1817); Siah-1 / rhodamine-plectin peptide fluorescence polarization; higher % means a stronger effect; one-dose displacement, % at 20 µM; IC50 in µM for titrated hits; 290,000 compounds, 0.02% hits;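 active = displacement of at least 50% at 20 µM, with a fluorescence ratio check between 0.3 and a set limit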;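 also: plate controls were Siah plus tracer with DMSO for no effect and tracer alone without Siah for full effect; strong numbers were not always called active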
M1AAP inhibition – malaria alanyl aminopeptidase activity blockers – biochemical, fluorogenic H-Leu-NHMec substrate, 1536-well (AID 1445); recombinant M1AAP, H-Leu-NHMec fluorogenic kinetic assay; higher % means a stronger effect; one-dose inhibition, % at 30 µM; IC50 in µM for titrated hits; 220,000 compounds, 0.42% hits;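 active = primary inhibition above the hit cutoff, then over 50% inhibition at one or more dose response concentrations, cut at about 23% in these data, passing the limit was not always enough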;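 also: plate controls were DMSO full reaction for no effect and no enzyme background for full effect; strong numbers were not always called active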
LYP phosphatase – inhibitors of LYP phosphatase, biochemical, fluorescence intensity, uHTS (AID 1779) | recombinant LYP phosphatase, fluorescence intensity; higher % means a stronger effect | one-dose inhibition, % at 11.5 µM; IC50 in µM for titrated hits | 290,000 compounds, 0.054% hits;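 also: plate controls were vehicle with enzyme for no effect and no enzyme for full effect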
Lipid droplet cells 6.5 µM – also measured in Lipid droplet; calls as there; cell count; measured here: cell count, cytotoxicity flag;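 cells counted across two imaged fields per well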
* = called active by the depositor; · = no result given; & = joins results of further samples. Rule as the data show it, unless noted: active = inhibition above about 50%; inactive = the rest. Some of the compounds tested, so the mix of outcomes need not match the whole.

SMILES	ER stress rescue	AID2073	P. falciparum M17LAP	NOD2 inhibition	XIAP antagonists	Lipid droplet	Lipid droplet cells 6.5 µM	SIAH1 antagonists	M1AAP inhibition	LYP phosphatase
COC(=O)CNC(c1ccccc1)c1cc(Br)ccc1N (stereo not drawn)	·	-2%	-13%	18%	·	-9	688	1%	4%	-4%
O=C(CN1CCN(c2ccccc2)CC1)Nc1nccs1	0.8%	-8%	2%	5%	0.8%	12	731	4%	1%	-6%
CCCn1c(NC(=O)C2CCN(S(=O)(=O)c3cccs3)CC2)nc2ccccc21	-1.0%	4%	-3%	36%	-2.9%	·	·	5%	-19%	-1%
Cc1ccc(-n2ncc(C(=O)NCc3ccc4c(c3)OCO4)c2NC(=O)c2ccco2)cc1C	-2.6%	-2%	21%	2%	-7.9%	5	763	2%	6%	-3%
CN(C)CCN(Cc1ccccc1)c1ccccn1	-2.0%&0.5%	-1%&7%	-8%&-5%	-1%&-14%	0.7%&1.4%	11&2	688&737	8%&0%	13%&-5%	-1%&-4%
Cc1c(N2C(=O)/C(=C/c3ccccc3)SC2=S)c(=O)n(-c2ccccc2)n1C	-3.3%	-11%	13%	30%	0.7%	·	·	2%	14%	1%
O=c1c2cc(Cl)ccc2nc(-c2ccc([N+](=O)[O-])cc2)n1O	·	8%	-2%	21%	-7.2%	-4	718	4%	3%	1%
CCC(C)N(C(=O)COC(=O)c1[nH]c(C)c(C(C)=O)c1C)C1CCS(=O)(=O)C1 (stereo not drawn)	-2.3%	3%	·	-8%	1.1%	·	·	1%	·	-2%
CC(/C=N/NC(=O)c1nn(C)c(C)c1Br)=C\c1ccccc1	-13%	1%	15%	-39%	-4.3%	-10	465	-1%	2%	-7%
O=C(O)C1C2C=CC3(CN(c4cccc(C(F)(F)F)c4)C(=O)C13)O2 (stereo not drawn)	-1.7%	-1%	21%	-3%	-5.1%	4	693	0%	6%	-8%

Next part, overlapping the part above by 2 compounds.
SMILES	ER stress rescue	AID2073	P. falciparum M17LAP	NOD2 inhibition	XIAP antagonists	Lipid droplet	Lipid droplet cells 6.5 µM	SIAH1 antagonists	M1AAP inhibition	LYP phosphatase
CC(/C=N/NC(=O)c1nn(C)c(C)c1Br)=C\c1ccccc1	-13%	1%	15%	-39%	-4.3%	-10	465	-1%	2%	-7%
O=C(O)C1C2C=CC3(CN(c4cccc(C(F)(F)F)c4)C(=O)C13)O2 (stereo not drawn)	-1.7%	-1%	21%	-3%	-5.1%	4	693	0%	6%	-8%
O=C1C2C3CCC(C3)C2C(=O)N1CNc1ccc(F)cc1 (stereo not drawn)	3.1%	-7%	4%	-5%	-4.7%	21	746	10%	8%	-3%
CC(C)c1ccc(OCCCN2CCCC2)cc1	·	11%	·	-8%	·	3	435	3%	·	-11%
Cc1nc2c(=O)n(C)c(=O)[nH]c2n1Cc1ccccc1	0.3%	15%	-5%	-6%	-5.6%	·	·	-1%	-1%	-2%
C=CCN1C(=O)c2ccccc2Sc2ccc(C(=O)NC(C)C)cc21	·	32%	·	24%	·	0	814	1%	·	-8%
NC(=O)C1CCN(C(c2ccccc2Cl)c2nnnn2CC2CCCO2)CC1 (stereo not drawn)	3.6%	-3%	4%	9%	-2.6%	·	·	4%	3%	-7%
CCOc1nc2ccccc2nc1NS(=O)(=O)c1ccc(Cl)cc1	·	17%	·	13%	·	-1	808	6%	·	-5%
O=C(CNc1cccc2ccccc12)N/N=C/c1ccc(C(=O)O)cc1	-2.2%	16%	30%	8%	-4.6%	0	657	42%	6%	-5%
Cc1ccc(OCC(=O)NNC(=O)c2cccnc2)cc1C	-0.4%	-17%	15%	-3%	-4.7%	-8	705	-1%	3%	-5%
CC(=O)N/C(=C/c1ccc2c(c1)OCO2)C(=O)O	-2.1%	0%	20%	4%	-11%	-2	493	-1%	4%	-9%
Cc1cc2c(NC(=O)CCCC(=O)O)cccc2nn1	·	12%	7%	19%	·	-14	750	3%	3%	-4%
COc1cc(C(=O)NCCc2nc3ccccc3n2C)cc(OC)c1OC	1.4%	10%	-1%	10%	0.8%	7	719	8%	-1%	-6%
O=[N+]([O-])c1ccc(C2CNC(c3ccccc3)O2)cc1 (stereo not drawn)	-0.4%	-4%	13%	16%	-4.0%	-3	669	12%	-3%	-3%
CN1CCN(/N=C/c2ccc(-c3ccc([N+](=O)[O-])cc3Cl)o2)CC1	0.1%	11%	4%	12%	-2.7%	-10	684	2%	14%	0%
CCOC(=O)N1CCC(NC(=O)C(NS(=O)(=O)c2ccc3c(c2)CCN3C(=O)CC)C(C)C)CC1 (stereo not drawn)	3.8%	14%	3%	1%	-1.2%	-2	691	2%	11%	-6%
O=C(c1cccc(F)c1)N1CCC(O)(c2cccnc2)CC1	0.0%	-1%	-3%	30%	-5.3%	·	·	2%	3%	-12%
CC(=O)N(c1nc(/C=C\C(=O)O)cs1)c1ccccc1F	·	-11%	10%	1%	·	-1	683	5%	10%	-1%
CCSc1ccccc1C(=O)N1CCCC1	0.7%	-14%	1%	13%	-7.1%	4	824	-1%	4%	-3%
CCN(CC)CCNC(=O)c1ccc(NC(=O)c2cccc(S(=O)(=O)N3c4ccccc4CC3C)c2)cc1 (stereo not drawn)	·	-4%	·	18%	·	-11	620	0%	·	-14%
O=C(NCc1ccccn1)C(=O)Nc1nc(C23CC4CC(CC(C4)C2)C3)cs1	32%	5%	16%	23%	-6.2%	0	659	9%	-6%	-2%
O=C(CC1C(=O)NCCN1Cc1cccc(F)c1)NC1CCCCC1 (stereo not drawn)	·	5%	·	-7%	·	8	686	10%	·	-6%

The list goes on, overlapping the part above by 7 compounds.
SMILES	ER stress rescue	AID2073	P. falciparum M17LAP	NOD2 inhibition	XIAP antagonists	Lipid droplet	Lipid droplet cells 6.5 µM	SIAH1 antagonists	M1AAP inhibition	LYP phosphatase
CCOC(=O)N1CCC(NC(=O)C(NS(=O)(=O)c2ccc3c(c2)CCN3C(=O)CC)C(C)C)CC1 (stereo not drawn)	3.8%	14%	3%	1%	-1.2%	-2	691	2%	11%	-6%
O=C(c1cccc(F)c1)N1CCC(O)(c2cccnc2)CC1	0.0%	-1%	-3%	30%	-5.3%	·	·	2%	3%	-12%
CC(=O)N(c1nc(/C=C\C(=O)O)cs1)c1ccccc1F	·	-11%	10%	1%	·	-1	683	5%	10%	-1%
CCSc1ccccc1C(=O)N1CCCC1	0.7%	-14%	1%	13%	-7.1%	4	824	-1%	4%	-3%
CCN(CC)CCNC(=O)c1ccc(NC(=O)c2cccc(S(=O)(=O)N3c4ccccc4CC3C)c2)cc1 (stereo not drawn)	·	-4%	·	18%	·	-11	620	0%	·	-14%
O=C(NCc1ccccn1)C(=O)Nc1nc(C23CC4CC(CC(C4)C2)C3)cs1	32%	5%	16%	23%	-6.2%	0	659	9%	-6%	-2%
O=C(CC1C(=O)NCCN1Cc1cccc(F)c1)NC1CCCCC1 (stereo not drawn)	·	5%	·	-7%	·	8	686	10%	·	-6%
Cc1cc(Br)ccc1SCC(=O)N1CCN(S(=O)(=O)c2ccccc2)CC1	·	-8%	·	13%	·	-17	721	8%	·	-10%
O=C(CN(CCN1CCOCC1)C(=O)Cn1nnc(-c2ccc(F)cc2)n1)NC1CCCCC1	-0.6%	-6%	8%	1%	-3.8%	·	·	-6%	-1%	-6%
COC(=O)c1ccccc1Oc1ccc(NC(=O)C(C)(C)CCl)cc1	·	0%	-2%	-15%	-7.3%	4	710	6%	-1%	-4%
NC(=O)NCc1cccs1	1.3%	8%	7%	1%	-2.3%	-19	636	10%	-2%	-7%
COc1cccc(CNC(=O)c2cc(S(=O)(=O)N3CCCC3)cn2C)c1	·	23%	·	14%	·	-20	794	-12%	·	-2%
COCc1nnc(NC(=O)CCS(=O)(=O)c2ccccc2)s1	·	-14%	·	2%	·	-17	701	0%	·	-5%
Cc1nn(CC(=O)NCCc2ccccc2)c(=O)c2cccn12	·	-6%	·	12%	·	3	760	-1%	·	-12%
COc1ccc2nc(SCC(=O)Nc3cc(OC)c(OC)cc3C(=O)O)c(C)cc2c1	-0.2%	9%	<1µM*	12%	-8.7%	-2	677	-6%	13%	-10%
COc1cccc(C(=O)Nc2ccc(N(C)C)cc2)c1OC	-5.3%	-14%	2%	-46%	-4.7%	-11	794	-4%	9%	-6%
CCOC(=O)c1c(NC(=O)C(C)N2CCN(S(=O)(=O)c3cccs3)CC2)sc2c1CCC(C)C2 (stereo not drawn)	10%	-3%	5%	16%	0.6%	-5	665	1%	2%	-1%
CCSc1nnc(Cn2c(=O)sc3ccccc32)n1C	0.3%	13%	-4%	11%	-4.0%	-1	681	3%	3%	-2%
C=CCn1c(SCC(=O)Nc2nnc(C)s2)nnc1-c1cccnc1	2.1%	7%	8%	-18%	-5.6%	2	737	-6%	-1%	-8%
COc1ccc(-c2[nH]ncc2CN2CCCC(C(=O)c3ccc(OC)cc3OC)C2)cc1 (stereo not drawn)	-2.3%	7%	7%	9%	-2.7%	-7	754	-4%	3%	-6%
CCN(c1cccc(C)c1)S(=O)(=O)c1nnc(NC(=O)c2ccco2)s1	·	16%	·	1%	·	-6	695	-4%	·	5%
OC(COCC1COc2ccccc2O1)CN1CCN(c2ccccn2)CC1 (stereo not drawn)	1.4%	-1%	26%	-15%	4.9%	·	·	7%	-3%	0%
Cc1cc(=O)oc(C)c1C(=O)NCCCN1C(C)CCCC1C (stereo not drawn)	-0.2%	0%	12%	6%	-4.4%	·	·	1%	-2%	-8%
O=C(NCc1ccco1)c1ccccc1-c1ccccc1	-1.5%	-4%	-2%	9%	-1.5%	1	796	1%	15%	2%
CC(C)N(Cc1ccccc1)C(=O)Cn1c(=O)cnc2ccccc21	·	1%	10%	-1%	·	-8	737	6%	9%	-7%
NC(=O)N/N=C/c1coc2ccc3ccccc3c2c1=O	·	15%	26%	7%	·	-5	720	5%	11%	4%
COCCn1c(-c2ccccc2Cl)nc2c(c(=O)c3ccccc3n2C)c1=O	3.9%	4%	5%	2%	-1.4%	-11	656	2%	6%	-3%
C[C@@H]1CCC[C@]2(O[C@H](CCO)C[C@H](O)[C@H]2O)O1	·	2%	-7%	-22%	·	3	711	-6%	-9%	-4%
CCCCNc1nc2c(-c3ccccc3)nnn2c2ccccc12	·	24%	-4%	-14%	·	-9	749	5%	4%	-14%

Screening data: PubChem BioAssay, several laboratories
